Bioassay records: PubChem, Vanderbilt High Throughput Screening Facility
GluA2 TARP mod – modulates AMPAR-stargazin complexes. O88602+P19491. HEK293 GluA2+stargazin, membrane potential dye (FDSS), glutamate EC50; hits were called plate by plate, in both directions. calls only at 30 µM. 40,000 compounds, 3.5% hits;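 active = any of four per-well response measures lying three or more SD from its plate-wide compound average, in either direction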
Target sequence (O88602 whole entry, looked up): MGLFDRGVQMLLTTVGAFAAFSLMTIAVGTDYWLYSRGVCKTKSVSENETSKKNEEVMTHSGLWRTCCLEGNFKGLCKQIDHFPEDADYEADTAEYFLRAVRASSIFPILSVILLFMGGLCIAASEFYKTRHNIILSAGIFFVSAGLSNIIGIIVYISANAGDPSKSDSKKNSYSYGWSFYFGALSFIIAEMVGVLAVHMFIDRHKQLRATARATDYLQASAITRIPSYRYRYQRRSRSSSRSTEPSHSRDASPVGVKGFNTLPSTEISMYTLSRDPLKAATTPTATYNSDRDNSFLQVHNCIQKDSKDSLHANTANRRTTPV
Target sequence (P19491 whole entry, looked up): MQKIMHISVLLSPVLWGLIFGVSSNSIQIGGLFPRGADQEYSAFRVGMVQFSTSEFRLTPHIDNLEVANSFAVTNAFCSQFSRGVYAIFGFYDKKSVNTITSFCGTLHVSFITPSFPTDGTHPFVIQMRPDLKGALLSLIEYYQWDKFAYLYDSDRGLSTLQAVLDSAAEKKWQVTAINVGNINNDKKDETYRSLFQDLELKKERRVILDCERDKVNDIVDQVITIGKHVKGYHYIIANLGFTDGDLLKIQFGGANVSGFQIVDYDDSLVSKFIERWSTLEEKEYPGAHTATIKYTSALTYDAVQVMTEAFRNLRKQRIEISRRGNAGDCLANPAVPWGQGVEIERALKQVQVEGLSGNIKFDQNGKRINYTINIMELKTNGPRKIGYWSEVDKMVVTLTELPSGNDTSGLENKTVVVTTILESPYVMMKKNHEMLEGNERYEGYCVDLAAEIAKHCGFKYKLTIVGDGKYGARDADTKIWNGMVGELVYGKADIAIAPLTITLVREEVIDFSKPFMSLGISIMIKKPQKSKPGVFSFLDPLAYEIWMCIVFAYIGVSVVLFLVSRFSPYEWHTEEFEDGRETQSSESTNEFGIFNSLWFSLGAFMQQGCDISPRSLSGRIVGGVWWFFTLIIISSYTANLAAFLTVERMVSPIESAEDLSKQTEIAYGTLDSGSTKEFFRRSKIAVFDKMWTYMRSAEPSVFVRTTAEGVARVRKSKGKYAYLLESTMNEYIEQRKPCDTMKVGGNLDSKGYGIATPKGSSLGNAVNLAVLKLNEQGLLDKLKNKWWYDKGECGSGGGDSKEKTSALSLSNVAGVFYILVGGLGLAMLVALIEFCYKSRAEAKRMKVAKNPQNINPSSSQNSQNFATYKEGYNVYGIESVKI
GluA2 TARP mod agonism max-min – further read-out of GluA2 TARP mod, marked with its call; compound max-min signal; compound-alone response (agonism);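 unitless range of fluorescence divided by baseline over first 100 seconds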
GluA2 TARP mod glutamate slope – recorded beside GluA2 TARP mod, whose call it bears; glutamate slope, % of max; measured here: glutamate response slope, % max;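 scaled per plate between vehicle wells and maximal 1 mM glutamate control wells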
The depositor's hits bear a star. Some of the compounds tested; rates above refer to the full screens.

Screening O=C1CC(N2CCN(c3ccc(F)cc3)CC2)C(=O)N1Cc1ccc2c(c1)OCO2 (stereo not given) returned GluA2 TARP mod inactive, GluA2 TARP mod agonism max-min 0.131 and GluA2 TARP mod glutamate slope 56.1.
Screening CSc1ccccc1NC(=O)C(=O)NCC(O)c1cccn1C (stereo not given) returned GluA2 TARP mod inactive, GluA2 TARP mod agonism max-min 0.127 and GluA2 TARP mod glutamate slope 68.3.
`CCn1nnc2c(N3CCN(CC(=O)NC)CC3)ncnc21` gave GluA2 TARP mod inactive, GluA2 TARP mod agonism max-min 0.072 and GluA2 TARP mod glutamate slope 38.3.
`O=c1c(Oc2ccccc2Br)coc2cc(O)ccc12` gave GluA2 TARP mod inactive, GluA2 TARP mod agonism max-min 0.13 and GluA2 TARP mod glutamate slope 63.9.
C=CCNc1oc(-c2ccco2)nc1S(=O)(=O)c1ccc(C)cc1 was read as GluA2 TARP mod inactive, GluA2 TARP mod agonism max-min 0.0943 and GluA2 TARP mod glutamate slope 48.2.
Screening O=C(Nc1nc2ccccc2s1)c1ccc(S(=O)(=O)NCC2CCCO2)o1 (stereo not given) returned GluA2 TARP mod inactive, GluA2 TARP mod agonism max-min 0.123 and GluA2 TARP mod glutamate slope 65.8.
For COc1ccc(Cl)cc1C(=O)NCCNc1cc(-n2ccnc2C)ncn1 the results were GluA2 TARP mod inactive, GluA2 TARP mod agonism max-min 0.0879 and GluA2 TARP mod glutamate slope 51.4.
`COC(=O)c1scc(-c2ccccc2)c1S(=O)(=O)Nc1ccccc1OC` gave GluA2 TARP mod inactive, GluA2 TARP mod agonism max-min 0.0475 and GluA2 TARP mod glutamate slope 63.7.
`COc1ccc(-n2ccnc(SCC(=O)Nc3cc(C)ccc3C)c2=O)cc1` gave GluA2 TARP mod inactive, GluA2 TARP mod agonism max-min 0.0911 and GluA2 TARP mod glutamate slope 59.4.
Screening CSc1cccc(NC(=O)C(=O)NCCC(c2ccccc2)c2ccccc2)c1 returned GluA2 TARP mod inactive, GluA2 TARP mod agonism max-min 0.0708 and GluA2 TARP mod glutamate slope 62.2.
For Cc1cc(N(C)C)nc(NCCNS(=O)(=O)c2ccc(C(F)(F)F)cc2)n1 the results were GluA2 TARP mod inactive, GluA2 TARP mod agonism max-min 0.122 and GluA2 TARP mod glutamate slope 56.3.
`Cc1ccc(S(=O)(=O)CCC(=O)N(CCN2CCOCC2)c2nc3ccc(F)cc3s2)cc1` gave GluA2 TARP mod inactive, GluA2 TARP mod agonism max-min 0.0398 and GluA2 TARP mod glutamate slope 45.4.
For COCCNC(=O)Nc1ccc(OC)c(N2CCCCC2=O)c1 the results were GluA2 TARP mod inactive, GluA2 TARP mod agonism max-min 0.0831 and GluA2 TARP mod glutamate slope 54.0.
COC(=O)c1ccccc1NC(=O)c1ccc(=O)n(Cc2ccc(F)cc2)c1 was read as GluA2 TARP mod inactive, GluA2 TARP mod agonism max-min 0.0459 and GluA2 TARP mod glutamate slope 52.0.
Screening O=C(COc1ccc(S(=O)(=O)N2CCOCC2)cc1)N1c2ccccc2Sc2ccccc21 returned GluA2 TARP mod inactive, GluA2 TARP mod agonism max-min 0.0882 and GluA2 TARP mod glutamate slope 60.4.
`CCOc1ccccc1C(=O)Nc1ccc2nc(C)n(-c3ccccc3)c(=O)c2c1` gave GluA2 TARP mod inactive, GluA2 TARP mod agonism max-min 0.183 and GluA2 TARP mod glutamate slope 69.3.
CCOC(=O)N1CCc2c(sc(NC(=O)c3ccc(C)c(C)c3)c2-c2nc3ccccc3s2)C1 was read as GluA2 TARP mod inactive, GluA2 TARP mod agonism max-min 0.124 and GluA2 TARP mod glutamate slope 68.9.
COc1ccc(N2CCCS2(=O)=O)cc1NC(=O)C(=O)NCCO was read as GluA2 TARP mod inactive, GluA2 TARP mod agonism max-min 0.0808 and GluA2 TARP mod glutamate slope 55.5.
Screening COc1ccc(-c2nc(S(=O)(=O)c3ccccc3)c(N3CCN(C(C)=O)CC3)o2)cc1 returned GluA2 TARP mod inactive, GluA2 TARP mod agonism max-min 0.16 and GluA2 TARP mod glutamate slope 64.5.
For COc1ccc(-c2ccc(SCCN3CCCCC3)nn2)cc1 the results were GluA2 TARP mod inactive, GluA2 TARP mod agonism max-min 0.0667 and GluA2 TARP mod glutamate slope 47.9.

A stretch from further up, as a working copy:
C=CCNc1oc(-c2ccco2)nc1S(=O)(=O)c1ccc(C)cc1 was read as GluA2 TARP mod inactive, GluA2 TARP mod agonism max-min 0.0943 and GluA2 TARP mod glutamate slope 48.2.
Screening O=C(Nc1nc2ccccc2s1)c1ccc(S(=O)(=O)NCC2CCCO2)o1 (stereo not given) returned GluA2 TARP mod inactive, GluA2 TARP mod agonism max-min 0.123 and GluA2 TARP mod glutamate slope 65.8.
For COc1ccc(Cl)cc1C(=O)NCCNc1cc(-n2ccnc2C)ncn1 the results were GluA2 TARP mod inactive, GluA2 TARP mod agonism max-min 0.0879 and GluA2 TARP mod glutamate slope 51.4.

Other results
COc1ccc(C(=O)NCC#CCN2CCc3ccccc3C2)c(OC)c1 was read as GluA2 TARP mod inactive, GluA2 TARP mod agonism max-min 0.0621 and GluA2 TARP mod glutamate slope 56.9.
Screening O=C(NCC(O)c1ccsc1)C1(c2cccs2)CCCC1 (stereo not given) returned GluA2 TARP mod inactive, GluA2 TARP mod agonism max-min 0.0748 and GluA2 TARP mod glutamate slope 58.4.
Screening CCCN1C(=O)CCc2cc(NC(=O)COc3ccc(F)cc3)ccc21 returned GluA2 TARP mod inactive, GluA2 TARP mod agonism max-min 0.0582 and GluA2 TARP mod glutamate slope 45.0.
`CCS(=O)(=O)c1ccccc1C(=O)N(CCN1CCOCC1)c1nc2ccc(F)cc2s1` gave GluA2 TARP mod inactive, GluA2 TARP mod agonism max-min 0.0374 and GluA2 TARP mod glutamate slope 65.6.
`CCn1nccc1C(=O)N1CCN(c2nc3ccc(S(C)(=O)=O)cc3s2)CC1` gave GluA2 TARP mod inactive, GluA2 TARP mod agonism max-min 0.125 and GluA2 TARP mod glutamate slope 58.4.
O=C(Cn1nc2c(c1NC(=O)c1ccco1)CSC2)NCC1CCCO1 (stereo not given) was read as GluA2 TARP mod inactive, GluA2 TARP mod agonism max-min 0.11 and GluA2 TARP mod glutamate slope 73.0.
COc1ccc(N2C(=O)CS(=O)(=O)C23C(=O)N(Cc2ccccc2C)c2ccccc23)cc1 (stereo not given) was read as GluA2 TARP mod active, GluA2 TARP mod agonism max-min 0.0803* and GluA2 TARP mod glutamate slope 19.3*.
Screening COc1ccc(S(=O)(=O)/C(C#N)=C/N2CCOCC2)cc1 returned GluA2 TARP mod inactive, GluA2 TARP mod agonism max-min 0.106 and GluA2 TARP mod glutamate slope 67.6.
Screening COc1cccc(C(=O)N(CCN2CCOCC2)c2nc3c(F)cccc3s2)c1 returned GluA2 TARP mod inactive, GluA2 TARP mod agonism max-min 0.0652 and GluA2 TARP mod glutamate slope 58.1.
CS(=O)(=O)c1ccc(NC(=S)N2CCCc3ccccc32)cc1 was read as GluA2 TARP mod inactive, GluA2 TARP mod agonism max-min 0.0806 and GluA2 TARP mod glutamate slope 63.8.
`Cc1nnc2ccc(OCCNC(=O)Nc3ccccc3F)nn12` gave GluA2 TARP mod inactive, GluA2 TARP mod agonism max-min 0.0945 and GluA2 TARP mod glutamate slope 39.4.
For O=S(=O)(NCc1ccsc1)c1cccc2ccccc12 the results were GluA2 TARP mod inactive, GluA2 TARP mod agonism max-min 0.0351 and GluA2 TARP mod glutamate slope 20.4.
CCOc1ccc(S(=O)(=O)Nc2ccc3c(c2)N(S(=O)(=O)c2ccccc2)CCC3)cc1 was read as GluA2 TARP mod inactive, GluA2 TARP mod agonism max-min 0.073 and GluA2 TARP mod glutamate slope 61.8.
`CSc1ccccc1C(=O)NCC(O)c1ccsc1` (stereo not given) gave GluA2 TARP mod inactive, GluA2 TARP mod agonism max-min 0.0854 and GluA2 TARP mod glutamate slope 69.8.
`CS(=O)(=O)N1CCC(c2cccs2)CC1` gave GluA2 TARP mod inactive, GluA2 TARP mod agonism max-min 0.109 and GluA2 TARP mod glutamate slope 63.5.
Screening Cc1nn(C2CCS(=O)(=O)C2)c(C)c1CC(=O)Nc1ccc(-n2cnnn2)cc1 (stereo not given) returned GluA2 TARP mod inactive, GluA2 TARP mod agonism max-min 0.151 and GluA2 TARP mod glutamate slope 56.8.
For Nc1c(C(=O)NCc2ccco2)nnn1-c1cccc(Cl)c1 the results were GluA2 TARP mod inactive, GluA2 TARP mod agonism max-min 0.141 and GluA2 TARP mod glutamate slope 54.0.
`CCc1ccc(-c2nn(-c3ccccc3)cc2C2SCC(=O)N2Cc2ccccc2)cc1` (stereo not given) gave GluA2 TARP mod inactive, GluA2 TARP mod agonism max-min 0.079 and GluA2 TARP mod glutamate slope 35.6.
`CN1CCC(CNS(=O)(=O)c2ccc(Br)cc2)CC1` gave GluA2 TARP mod inactive, GluA2 TARP mod agonism max-min 0.0679 and GluA2 TARP mod glutamate slope 65.3.
`CCOC(=O)N1CCN(C(=O)Cc2csc(NC(=O)c3ccc[nH]c3=O)n2)CC1` gave GluA2 TARP mod inactive, GluA2 TARP mod agonism max-min 0.0807 and GluA2 TARP mod glutamate slope 47.4.

The last 6 records of the part above open the next one.
`CS(=O)(=O)N1CCC(c2cccs2)CC1` gave GluA2 TARP mod inactive, GluA2 TARP mod agonism max-min 0.109 and GluA2 TARP mod glutamate slope 63.5.
Screening Cc1nn(C2CCS(=O)(=O)C2)c(C)c1CC(=O)Nc1ccc(-n2cnnn2)cc1 (stereo not given) returned GluA2 TARP mod inactive, GluA2 TARP mod agonism max-min 0.151 and GluA2 TARP mod glutamate slope 56.8.
For Nc1c(C(=O)NCc2ccco2)nnn1-c1cccc(Cl)c1 the results were GluA2 TARP mod inactive, GluA2 TARP mod agonism max-min 0.141 and GluA2 TARP mod glutamate slope 54.0.
`CCc1ccc(-c2nn(-c3ccccc3)cc2C2SCC(=O)N2Cc2ccccc2)cc1` (stereo not given) gave GluA2 TARP mod inactive, GluA2 TARP mod agonism max-min 0.079 and GluA2 TARP mod glutamate slope 35.6.
`CN1CCC(CNS(=O)(=O)c2ccc(Br)cc2)CC1` gave GluA2 TARP mod inactive, GluA2 TARP mod agonism max-min 0.0679 and GluA2 TARP mod glutamate slope 65.3.
`CCOC(=O)N1CCN(C(=O)Cc2csc(NC(=O)c3ccc[nH]c3=O)n2)CC1` gave GluA2 TARP mod inactive, GluA2 TARP mod agonism max-min 0.0807 and GluA2 TARP mod glutamate slope 47.4.
Screening COc1ccc(S(=O)(=O)Nc2nc(CCC(=O)N3CCN(c4ccccc4)CC3)cs2)cc1 returned GluA2 TARP mod inactive, GluA2 TARP mod agonism max-min 0.09 and GluA2 TARP mod glutamate slope 57.5.
For Cc1ccc(-n2nc3c(c2-n2cccc2)CN(C(=O)c2ccc[nH]c2=O)C3)c(C)c1 the results were GluA2 TARP mod inactive, GluA2 TARP mod agonism max-min 0.0954 and GluA2 TARP mod glutamate slope 69.8.
CCOC(=O)c1sc(NC(=O)c2cc(C)no2)nc1-c1ccccc1 was read as GluA2 TARP mod inactive, GluA2 TARP mod agonism max-min 0.051 and GluA2 TARP mod glutamate slope 33.6.
`Cc1c(C(=O)N2CCCC(c3nn(C)c(=O)n3-c3ccccc3)C2)cnn1-c1ccccc1` (stereo not given) gave GluA2 TARP mod inactive, GluA2 TARP mod agonism max-min 0.0571 and GluA2 TARP mod glutamate slope 57.2.
COc1ccc(-c2ccc(=O)n(CCCC(=O)Nc3ccccc3F)n2)cc1 was read as GluA2 TARP mod inactive, GluA2 TARP mod agonism max-min 0.0383 and GluA2 TARP mod glutamate slope 31.5.
For COC1CCN(S(=O)(=O)c2ccc3ccccc3c2)CC1 the results were GluA2 TARP mod inactive, GluA2 TARP mod agonism max-min 0.0838 and GluA2 TARP mod glutamate slope 60.3.
Screening CC(C)C(=O)N1CCCc2ccc(NC(=O)C(=O)NCCN3CCOCC3)cc21 returned GluA2 TARP mod inactive, GluA2 TARP mod agonism max-min 0.0547 and GluA2 TARP mod glutamate slope 51.7.
Screening CC(C)CS(=O)(=O)Nc1ccc2c(c1)N(C(=O)C(C)(C)C)CC2 returned GluA2 TARP mod inactive, GluA2 TARP mod agonism max-min 0.0632 and GluA2 TARP mod glutamate slope 73.7.
CCCc1ccc(S(=O)(=O)N2CCN(CCn3nc(C)cc3C)CC2)cc1 was read as GluA2 TARP mod inactive, GluA2 TARP mod agonism max-min 0.0912 and GluA2 TARP mod glutamate slope 76.1.
Screening CCNC(=O)NCCn1nc(-c2ccccc2)n(C)c1=O returned GluA2 TARP mod inactive, GluA2 TARP mod agonism max-min 0.133 and GluA2 TARP mod glutamate slope 80.6.
`CCc1nnc(NS(=O)(=O)c2ccc(NC(=O)C3=COCCO3)cc2)s1` gave GluA2 TARP mod inactive, GluA2 TARP mod agonism max-min 0.0794 and GluA2 TARP mod glutamate slope 75.4.
For CC(C)(C)n1ncc2c(=O)n(CCC(=O)N3CCN(c4ccccc4Cl)CC3)cnc21 the results were GluA2 TARP mod inactive, GluA2 TARP mod agonism max-min 0.073 and GluA2 TARP mod glutamate slope 52.6.
COc1cccc(C(=O)Nc2nnc(-c3ccc(Br)s3)o2)c1OC was read as GluA2 TARP mod inactive, GluA2 TARP mod agonism max-min 0.117 and GluA2 TARP mod glutamate slope 32.3.
`O=C(Cc1cccs1)NCCOc1ccc2nnc(-c3ccccc3)n2n1` gave GluA2 TARP mod inactive, GluA2 TARP mod agonism max-min 0.073 and GluA2 TARP mod glutamate slope 45.5.
Screening O=C(NCCCn1nc(-c2ccccc2)ccc1=O)Nc1ccccc1F returned GluA2 TARP mod inactive, GluA2 TARP mod agonism max-min 0.0817 and GluA2 TARP mod glutamate slope 50.8.
For O=C(Nc1ccc2c(c1)OCO2)c1ccc(=O)n(Cc2ccccc2Cl)c1 the results were GluA2 TARP mod inactive, GluA2 TARP mod agonism max-min 0.137 and GluA2 TARP mod glutamate slope 52.4.
`Cc1cc(C)c2nc(N3CCN(C(=O)CCCS(=O)(=O)c4ccccc4)CC3)sc2c1` gave GluA2 TARP mod inactive, GluA2 TARP mod agonism max-min 0.0391 and GluA2 TARP mod glutamate slope 53.1.
